# Bioassay records as filed in PubChem BioAssay.
# Mtb RmlCD inh = blocks M. tuberculosis RmlC and RmlD coupled enzymes | P9WH09+P9WH11 | RmlC+RmlD coupled enzyme assay, percent inhibition; primary screen in compound mixtures | inhibition, % at 3.6 µM | actives 0.03% (n = 160,000); in the data active = inhibition mostly above about 34%, no sharp cut-off; also: some results filed as inactive read as strong as hits
# Target sequence (P9WH09 whole entry, looked up): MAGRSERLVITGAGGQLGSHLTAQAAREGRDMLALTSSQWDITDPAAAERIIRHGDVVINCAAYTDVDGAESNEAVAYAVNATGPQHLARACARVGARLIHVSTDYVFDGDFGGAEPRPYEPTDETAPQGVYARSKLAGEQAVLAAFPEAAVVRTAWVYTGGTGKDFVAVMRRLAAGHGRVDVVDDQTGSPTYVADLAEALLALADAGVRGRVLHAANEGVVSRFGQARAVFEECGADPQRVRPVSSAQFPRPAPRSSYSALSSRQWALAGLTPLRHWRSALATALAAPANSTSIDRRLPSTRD
# Target sequence (P9WH11 whole entry, looked up): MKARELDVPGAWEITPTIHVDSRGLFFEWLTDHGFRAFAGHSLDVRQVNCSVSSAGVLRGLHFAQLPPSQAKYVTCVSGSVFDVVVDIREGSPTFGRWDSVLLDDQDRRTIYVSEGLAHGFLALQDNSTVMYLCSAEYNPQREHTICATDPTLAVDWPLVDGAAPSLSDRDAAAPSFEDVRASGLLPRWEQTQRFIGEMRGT
# GlmU inhibition = inhibition of mycobacterial GlmU enzyme – biochemical, glucosamine-1-phosphate acetyltransferase (AID 1376). M. tuberculosis GlmU acetyltransferase enzyme assay; higher % means a stronger effect. inhibition, %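 (tested at 30 µM in the primary screen)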; hits with a dose series show IC50 in µM. actives 0.25% (n = 220,000); in the data active = inhibition above about 13%;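 also: 0% = complete reaction with vehicle and 100% = reaction without substrate; strong numbers were not always called active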
# * = called active by the depositor; · = no result given. These rows are one share of the data; rates above refer to the full screens.
SMILES,Mtb RmlCD inh,GlmU inhibition
Cc1c(NC(=O)COC(=O)c2ccc(Br)o2)c(=O)n(-c2ccccc2)n1C,-8.9,-1.0%
COC(=O)C1CCN(S(=O)(=O)c2ccc(NC(C)=O)cc2)CC1,9.2,6.2%
O=c1[nH]c(CN2CCc3ccccc3C2)nc2ccccc12,4.9,0.8%
CCOC(=O)c1c(C)n(C)c2cc(Br)c(C(=O)OC)cc12,2.6,-3.6%
COc1ccccc1NC(=O)c1csc2c1CCC(C)C2 (stereo not given),0.5,2.3%
CCn1c2ccccc2c2cc(NC(=O)C(C)Oc3ccccc3)ccc21 (stereo not given),-1.3,2.2%
Cc1c(N=Cc2nc3ccccc3[nH]2)c(=O)n(-c2ccccc2)n1C,7.6,3.7%
CC(C)NC(=O)c1onc(CSc2ccc(C(C)C)cc2)c1C(=O)O,·,1.9%
COc1ccccc1-n1nc(C(=O)O)c2ccccc2c1=O,8.9,3.3%
Cc1nc(CN2CCN(C(=O)CCc3nnc(Cc4c[nH]c5ccccc45)o3)CC2)cs1,-12.2,-2.3%

# Reprinted from the part before: 3 compounds; new compounds follow.
SMILES,Mtb RmlCD inh,GlmU inhibition
CC(C)NC(=O)c1onc(CSc2ccc(C(C)C)cc2)c1C(=O)O,·,1.9%
COc1ccccc1-n1nc(C(=O)O)c2ccccc2c1=O,8.9,3.3%
Cc1nc(CN2CCN(C(=O)CCc3nnc(Cc4c[nH]c5ccccc45)o3)CC2)cs1,-12.2,-2.3%
O=C(O)Cc1ccc2oc(-c3cccnc3)nc2c1,·,0.0%
Cc1nc2c(C#N)c[nH]n2c(=O)c1Cc1ccccc1,6.0,-1.5%
CN1CCN(S(=O)(=O)c2ccc(Cl)nc2)CC1,·,1.0%
O=C(c1ccccc1)N1CCN(C(=O)c2ccncc2)CC1,·,2.8%
O=C(CN1CCN(c2ncc(C(F)(F)F)cc2Cl)CC1)N1CCN(c2ncc(C(F)(F)F)cc2Cl)CC1,·,0.7%
CC(=O)/C=N/Nc1ccccc1,0.8,1.8%
O=C(CNC(=O)c1ccco1)N/N=C/c1ccc(O)c([N+](=O)[O-])c1,31.4,-5.4%
CCCN1CCC(NC(=O)Nc2ccc([N+](=O)[O-])cc2)CC1,10.1,-1.1%
O=C(Nc1ccc(Cl)cc1F)C1CC1,-11.5,4.9%
Cc1oc2c(c1C(=O)NC(Cc1c[nH]c3ccccc13)C(=O)O)CCCC2 (stereo not given),·,-2.0%
CC(C)(C)OC(=O)CNC(=O)c1[nH]cnc1C(=O)N[C@@H](CCCCNC(=O)OC(C)(C)C)C(=O)OC(C)(C)C,0.4,8.4%
O=c1c2cc(Cl)ccc2nc(-c2ccccc2Cl)n1O,12.4,-6.7%
CC1(C(=O)N2CC3(CC(c4cccc(NC(=O)COc5ccc(Cl)cc5)c4)=NO3)C[C@@H]2C(N)=O)CC1 (stereo not given in full),-3.8,-1.7%
N/C(Cc1cccs1)=N\OC(=O)COc1ccc(Cl)cc1Cl,-3.9,3.0%
Clc1ccc(/C=N/N2CCCCC2)cc1,1.0,3.6%
CC(C(=O)NC(C)(C)C)N(C(=O)CS(=O)CC(=O)Nc1ccc(F)cc1)c1ccccc1F (stereo not given),-7.4,-4.8%
Cc1ccc2nc(Cl)c(C3CC(c4cccs4)=NN3C(=O)CCC(=O)O)cc2c1 (stereo not given),-2.2,-1.8%
CC(C)(C)C(=O)N1CCC(O)(CS(=O)(=O)Cc2ccccc2)CC1,-11.3,3.5%
CCCCOC(=O)c1ccc(NC(=S)NC(=O)c2c(Cl)cnn2C)cc1,-4.6,2.2%
O=C(NCC1CCCO1)C1CCN(C(=O)c2ccc(Cl)cc2)CC1 (stereo not given),·,2.3%
COc1cc(C(=O)N2CCN(c3ncnc4sc(C)c(C)c34)CC2)cc(OC)c1OC,16.0,-7.1%
Cc1c(Cc2ccccc2)sc(/N=C/c2c(O)ccc3ccccc23)c1C(N)=O,6.4,10.2%
CCC(C)C(NC(=O)C1CCC(C)CC1)C(=O)NCc1ccccn1 (stereo not given),-7.2,0.3%
Nc1nc(CSc2ncn(-c3ccccc3)n2)cs1,·,4.0%
Cc1cc(-c2n[nH]c(=S)n2/N=C/c2ccc(C)s2)n[nH]1,9.3,12.4%
Cc1ccc(NC(=O)CNS(=O)(=O)c2ccc(F)cc2)cc1C,-8.4,2.4%
N=C1/C(=C\c2ccc(-c3ccc(C(=O)O)cc3)o2)C(=O)N=C2SC=C(c3ccccc3)N12,-7.9,182µM*
CCc1ccc2nc3nc(C)cc(C)c3c(N)c2c1,7.8,-0.4%
CCOc1ccc2nc(NCCO)[nH]c2c1,62.1,-2.6%
CC(C)CCN1NC2(CCC(C)CC2)NC1=S (stereo not given),2.9,-0.1%

# Individual results from above.
# N=C1/C(=C\c2ccc(-c3ccc(C(=O)O)cc3)o2)C(=O)N=C2SC=C(c3ccccc3)N12 in Mtb RmlCD inh has -7.9
# Cc1cc(-c2n[nH]c(=S)n2/N=C/c2ccc(C)s2)n[nH]1 in GlmU inhibition has 12.4%
# CCc1ccc2nc3nc(C)cc(C)c3c(N)c2c1 in Mtb RmlCD inh has 7.8
# CCOc1ccc2nc(NCCO)[nH]c2c1 in Mtb RmlCD inh has 62.1
# COc1cc(C(=O)N2CCN(c3ncnc4sc(C)c(C)c34)CC2)cc(OC)c1OC in GlmU inhibition has -7.1%
# Nc1nc(CSc2ncn(-c3ccccc3)n2)cs1 in GlmU inhibition has 4.0%
# Cc1c(Cc2ccccc2)sc(/N=C/c2c(O)ccc3ccccc23)c1C(N)=O in Mtb RmlCD inh has 6.4

# Additional results follow:
SMILES,Mtb RmlCD inh,GlmU inhibition
CN1CCN(c2ccc(Cl)cc2NC(=O)c2ccc(S(=O)(=O)N(C)C)cc2)CC1,·,-7.0%
COC(=O)c1ccc(-n2nnnc2SCC(=O)N2CCCCC2)cc1,·,3.8%
OCCNCc1cc(Br)ccc1OCc1ccc(F)cc1,3.3,-2.3%
CC(=O)C1=C(C)N(Cc2ccccc2)C(=O)N[C@@H]1c1cccc(C(F)(F)F)c1,·,1.0%
Cc1ccc(N(Cc2ccc(C(=O)NCCSc3ccccn3)cc2)S(C)(=O)=O)cc1C,-9.4,-0.1%
C=CCNC(=O)c1ccccc1NC(=O)COc1ccc(OC)cc1,-10.4,-2.8%
O=C(NN1C(=O)c2ccccc2NC1c1ccco1)c1ccc(Br)cc1 (stereo not given),3.7,1.9%
CCOCc1c(C(=O)OCC(=O)/C(C#N)=C(\C)N)oc2ccccc12,17.2,0.4%
CC1CCC/C=C/C2CC(O)CC2C(O)/C=C/C(=O)O1 (stereo not given),-10.8,·
COc1ccc(NC(=O)C(CCS(C)(=O)=O)N2C(=O)c3ccccc3C2=O)cc1 (stereo not given),·,4.0%
CCC(=O)N1CCc2cc(Br)cc(S(=O)(=O)C3(C(=O)OC)CC3)c21,9.3,-1.5%
c1ccc(Cn2nnc3c(NCc4ccc5c(c4)OCO5)ncnc32)cc1,·,-0.8%
COc1ccc(/C=N/Nc2ccc(C(F)(F)F)cc2[N+](=O)[O-])cc1,·,-0.6%
O=C(C1=C[C@H](C2CC2)C[C@H](OCc2ccc(CO)cc2)O1)N1CCN(Cc2ccccc2)CC1,·,-1.4%
CCn1cnc2sc(C(=O)N3CCN(Cc4ccc5c(c4)OCO5)CC3)c(C)c2c1=O,-8.5,·
Fc1ccc(CN(Cc2ccccc2)C(c2cccs2)c2nnnn2C2CCCCC2)cc1 (stereo not given),-6.7,21.9%
Cc1cc(Br)ccc1NC(=O)CNC(=O)CSc1n[nH]c(N)n1,20.5,-2.3%
O=C1N(C2CCCC2)C[C@@H]2C[C@@H](c3cccn3-c3nccs3)N3CCC[C@@]123,·,0.7%
Cn1c(=O)c(-c2ccccc2)c(O)c2ccccc21,-13.1,-5.4%
COc1ccc(NC(=O)N2CCC(NC(=O)c3ccco3)CC2)cc1,6.2,-1.6%
CC(C)CC(=O)NC(=S)Nc1sc2c(c1C(N)=O)CCC2,9.9,9.1%
O=C1CC(c2ccc(S(=O)(=O)Nc3cc(C(F)(F)F)cc(C(F)(F)F)c3)cc2)CN1 (stereo not given),8.7,-0.3%
O=[N+]([O-])c1ccc(C2CN=C(Nc3ccccc3)S2)cc1 (stereo not given),9.2,-0.7%
Cc1ccc(S(C)(=O)=NS(=O)(=O)c2cccc3nsnc23)cc1 (stereo not given),64.4,·
Cn1c(=O)oc2cc(S(=O)(=O)NCCC(=O)NCCc3ccccc3)ccc21,·,3.9%
CC(C)(C)c1ccc(-c2cn(-c3ccc(Br)cc3)c3[n+]2CCCS3)cc1,-14.7,-4.8%
CC(=O)c1cc(-c2ccccc2)n(CCC(=O)NC2CCCCCCC2)c1C,21.2,2.3%
CN(C)CCNC(=O)C(=O)NCC1OCCN1S(=O)(=O)c1ccc2c(c1)OCCO2 (stereo not given),21.4,-4.2%
COc1ccc2[nH]c3c4c(ccc3c2c1)C(=O)C=CC4=O,-43.2,1.7%
CCOc1ccc(CC(=O)OCn2nnc3ccccc3c2=O)cc1,6.0,-3.5%

# Rewritten as labelled records: two of the compounds above
compound: CN(C)CCNC(=O)C(=O)NCC1OCCN1S(=O)(=O)c1ccc2c(c1)OCCO2 (stereo not given)
  Mtb RmlCD inh: 21.4 | GlmU inhibition: -4.2%
compound: COc1ccc2[nH]c3c4c(ccc3c2c1)C(=O)C=CC4=O
  Mtb RmlCD inh: -43.2 | GlmU inhibition: 1.7%

# The list goes on:
SMILES,Mtb RmlCD inh,GlmU inhibition
CCn1cc(/C=N\NC(=O)c2csc3ccccc23)c(C)n1,7.7,·
CS(=O)(=O)NNC(=O)c1sccc1OCc1ncc(C(F)(F)F)cc1Cl,-12.2,-3.0%
c1csc(-n2nc3ccccc3n2)c1,3.0,-4.2%
Cc1cc(N=Cc2c(O)n(-c3cccc(C(F)(F)F)c3)c(=O)c3ccccc23)no1,·,2.8%
Clc1cccc(-c2nc(NCCN3CCOCC3)c3ccccc3n2)c1,23.4,1.9%
O=C(c1cc(COc2c(F)cccc2F)on1)N1CCc2ccccc2C1,6.5,-3.7%
CCOC(=O)C1CCCN(S(=O)(=O)c2ccc(OC)cc2)C1 (stereo not given),4.9,3.6%
O=c1[nH]cnc2c([N+](=O)[O-])cccc12,·,5.9%
COc1cc(C(=O)Nc2nncs2)cc(OC)c1OC,-8.9,-0.6%
CCc1ccc(CCC(=O)Nc2ccc(C)c(C)c2)o1,2.8,5.6%
CCOC(=O)CSc1cc(C)c(C#N)c2nc3ccccc3n12,9.2,0.2%
CN(CC(=O)NCc1ccccc1)S(=O)(=O)c1cnc[nH]1,·,1.9%
CCc1ccc(OCC(O)CN2CCN(c3ccccc3)CC2)cc1 (stereo not given),·,1.2%
COc1ccc(N2CCN(C(=O)c3c(-c4ccccc4)noc3C)CC2)cc1,-0.1,-0.2%
COc1cccc(OC)c1-c1nn2c(-c3ccco3)nnc2s1,·,3.1%
Cc1nn(C(C)C(=O)NCC2CCCO2)c(=O)c2cc3occc3n12 (stereo not given),-2.1,·
COC(=O)CN1C(=O)C(C)(C)Oc2ccc(C(=O)NC3CC3)cc21,-1.5,-0.4%
C/C=C(\C)c1nnc(NC(=O)OCC)s1,3.5,1.1%
CC(C)(C)C(=O)Nc1ncc(C(F)(F)F)cc1Cl,·,9.8%
O=C(NCc1ccc(F)cc1)Nc1cccc([N+](=O)[O-])c1,0.7,2.8%
O=C1N(Cc2cccnc2)C[C@@H]2C[C@@H](c3cccc(C(F)(F)F)c3)N3CCC[C@@]123,·,1.3%
CCOC(=O)c1csc(NC(=O)CSc2nnnn2-c2ccc(OC)c(OC)c2)n1,·,1.9%
CN(Cc1ccccn1)Cc1nc(-c2ccc(Cl)cc2)no1,11.8,-1.9%
CCCCC(=O)Nc1ccc(NC(=O)c2ccc3c(c2)OCO3)cc1OC,6.7,-1.6%
Cc1ccc(NC(=O)C(Nc2cccc(C)c2)c2ccccc2)cc1 (stereo not given),4.8,3.0%
COc1ccc(-c2ccc(-c3noc(-c4cccc(OC)c4)n3)c(OC)n2)cc1,14.7,14.0%*
COc1ccc(Nc2cc(C)nc(-n3nc(C)cc3C)n2)cc1,3.8,-1.4%
Cc1nnc(-n2cnc3ccccc32)c2ccccc12,·,-0.7%
CC(=O)c1ccc(NC(=S)NCCc2cccc(Cl)c2)cc1,-1.1,1.4%
COc1ccccc1-c1ccc(SCC(=O)Nc2cc(C)on2)nn1,10.1,-3.6%
COC(=O)c1cc2ccc(OC)c(OC)c2c(=O)s1,·,-0.1%
O=C(C/C=N/OCc1c(Cl)cccc1Cl)c1ccccc1,·,2.3%
COc1cc(CC(CC(=O)O)CC(C)OCc2ccccc2)cc(OC)c1 (stereo not given),-10.0,2.6%
O=C(/C(N=Nc1cccc([N+](=O)[O-])c1)=C(/O)c1ccc(Br)cc1)C(F)(F)F,4.0,-6.0%
Cn1c2c(c(O)c(-c3ccccc3)c1=O)C(=O)CC(C)(C)C2,-8.7,5.7%
COc1ccc(C2C(C(=O)NCCN(C)C)c3cc(OC)c(OC)cc3C(=O)N2C)cc1OC (stereo not given),-6.0,3.4%
COc1ccc(N2C(=O)CSC2c2cccc(OC)c2OC)cc1 (stereo not given),16.5,2.0%
CC1=C(C(=O)N(C)C)C(c2cccc(Cl)c2)NC(=O)N1 (stereo not given),2.0,6.4%
COC(=O)C1N[C@@H]([C@@H](NC(=O)COc2ccccc2)C(=O)NCc2ccccc2)SC1(C)C (stereo not given in full),·,-4.8%
CCN1CCN(c2ccc([N+](=O)[O-])cc2S(=O)(=O)N2CCOCC2)CC1,9.7,-4.4%
O=C1CSc2ccc(C(=O)N3CCN(c4ccccn4)CC3)cc2N1,4.2,-3.6%
CC(/C=C/c1ccco1)=N/NC(=O)C1COc2ccccc2O1 (stereo not given),5.7,3.3%
O=C(CCSCc1ccccc1Cl)NCc1cccs1,4.2,2.1%
C=CCn1c(=O)c2ccccc2n2c(SCC(=O)Nc3sc(C(=O)N(CC)CC)c(C)c3C(=O)OCC)nnc12,-14.8,0.7%
COc1ccc(NC(=O)Cn2c(=O)n(Cc3ccco3)c(=O)c3ccccc32)cc1,·,-4.1%
